MEP2-GFP yeast: modulators of MEP2-GFP levels in yeast, primary screen, S. cerevisiae, multiplex flow cytometry, MLPCN library; GFP response vs DMSO, % at 10 µM; actives 0.51% (n = 330,000); S. cerevisiae MEP2-GFP strain, 3 h; 100% = DMSO control level;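 active = GFP response versus DMSO above a set limit, roughly screen mean plus 3 SD, cut at about 180% in these data; inconclusive = fewer than 70 cells counted for a yeast strain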;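 also: median GFP fluorescence of the barcode-gated MEP2-GFP cells per well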
Efflux pump inh: inhibitors of Candida efflux pumps in yeast, primary screen, S. cerevisiae, Nile Red, multiplex. S. cerevisiae Candida pump triplex. inhibition, % at 10 µM. actives 0.44% (n = 330,000). AID 485275, 2010;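 active = plate passing quality check with inhibition over a set limit, or well fluorescence over plate mean plus 4 SD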;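 also: Nile Red retained in pooled yeast measured as flow cytometry median fluorescence; 0% = buffer negative control and 100% = Enniatin B positive control; higher means more Nile Red kept so more efflux inhibition; some compounds called inactive have numbers as strong as hits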
LAP4-GFP MLPCN: modulators of LAP4-GFP expression in yeast, primary screen, S. cerevisiae, multiplex flow cytometry, MLPCN library; actives 0.34% (n = 320,000); 3 h; median GFP as percent of DMSO wells; GFP response vs DMSO, % at 10 µM;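 active = GFP response vs DMSO above a set limit, about the screen mean plus 3 SD, cut at about 150% in these data; inconclusive = under 70 cell events counted for the yeast strain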
CIT2 TOR yeast: modulators of CIT2-GFP expression in yeast, primary screen, S. cerevisiae, GFP fusion, multiplex flow cytometry, MLPCN library. GFP response vs DMSO, % at 10 µM. S. cerevisiae CIT2-GFP strain, 3 h; 100 means same as DMSO wells. AID 2029, 2009. actives 0.065% (n = 320,000);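 active = GFP response relative to DMSO above a set limit, near the screen mean plus 3 SD, cut at about 150% in these data; inconclusive = Fewer than 70 cells measured for a yeast strain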;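 also: ratio of well median GFP fluorescence to mean of DMSO wells on the plate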
AHR activator: AHR activators, primary screen, cell-based, luminescence, luciferase reporter, human. AHR-responsive luciferase reporter cells. activation, % at 5 µM. actives 2.5% (n = 320,000). AID 2796, 2010; in the data active = activation above about 47%;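 also: 0% = vehicle wells and 100% = reference agonist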
Target sequence (P35869 whole entry, looked up): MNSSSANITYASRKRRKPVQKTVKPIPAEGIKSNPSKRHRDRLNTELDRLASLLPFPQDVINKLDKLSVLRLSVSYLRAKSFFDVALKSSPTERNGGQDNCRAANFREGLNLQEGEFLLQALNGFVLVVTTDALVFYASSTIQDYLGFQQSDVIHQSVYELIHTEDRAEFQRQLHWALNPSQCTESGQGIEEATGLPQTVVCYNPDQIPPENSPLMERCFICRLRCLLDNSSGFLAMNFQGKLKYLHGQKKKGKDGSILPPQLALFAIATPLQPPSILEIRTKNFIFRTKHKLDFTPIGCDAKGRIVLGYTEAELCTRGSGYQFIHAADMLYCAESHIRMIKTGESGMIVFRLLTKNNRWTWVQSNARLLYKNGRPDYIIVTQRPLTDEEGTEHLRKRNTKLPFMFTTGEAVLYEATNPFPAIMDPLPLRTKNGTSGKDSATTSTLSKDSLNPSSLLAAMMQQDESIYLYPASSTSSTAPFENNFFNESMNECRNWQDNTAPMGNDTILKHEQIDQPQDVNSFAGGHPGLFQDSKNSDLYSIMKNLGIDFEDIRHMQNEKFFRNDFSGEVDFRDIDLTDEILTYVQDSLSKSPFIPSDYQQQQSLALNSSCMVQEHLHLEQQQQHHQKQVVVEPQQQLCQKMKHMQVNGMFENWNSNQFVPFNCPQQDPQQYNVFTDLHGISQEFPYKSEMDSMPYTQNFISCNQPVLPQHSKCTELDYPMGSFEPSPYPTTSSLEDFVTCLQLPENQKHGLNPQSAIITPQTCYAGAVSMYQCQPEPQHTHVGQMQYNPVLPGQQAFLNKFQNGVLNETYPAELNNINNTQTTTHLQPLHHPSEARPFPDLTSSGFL
RPL19A TOR yeast: RPL19A-GFP expression modulators in yeast, primary screen, cell-based, S. cerevisiae, multiplex flow cytometry, MLPCN | S. cerevisiae RPL19A-GFP strain, 3 h; stronger effect = lower value | percent response vs DMSO, % at 10 µM | actives 0.3% (n = 330,000);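 active = percent response vs DMSO below 50%; inconclusive = fewer than 70 events counted for the yeast strain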;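 also: median channel GFP fluorescence of the barcoded RPL19A-GFP strain; ratio of sample median GFP to plate DMSO average so 100% = DMSO; lower means less RPL19A-GFP as with rapamycin TOR inhibition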
Yeast superoxide: reduction of superoxide in aged yeast, primary screen, HTS; superoxide response (% of plate mean), % at 10 µM; S. cerevisiae aged cells, superoxide DHE fluorescence; stronger effect = lower value; actives 0.18% (n = 330,000); AID 2690, 2010;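 active = superoxide response under a set limit, about three screen SD below normal, cut at about 65% in these data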;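 also: yeast aged for seven days with compound at 30 °C before DHE staining; 100% = average MFI of all compound-treated wells on the plate with controls excluded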
AGP1 TOR yeast: modulators of AGP1-GFP expression in yeast TOR pathway, primary screen, cell-based, multiplex flow cytometry, S. cerevisiae, MLPCN library. 3 h; GFP as percent of DMSO wells. actives 0.02% (n = 320,000). GFP response vs DMSO, % at 10 µM;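 active = GFP response relative to DMSO above a set limit, near screen average plus 3 SD, cut at about 150% in these data; inconclusive = fewer than 70 cells counted for the yeast strain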;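 also: median GFP channel fluorescence of the gated AGP1 strain per well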
Starred values were filed as active, the others as inactive; ? = inconclusive; . = not tested or not shown; [ ] = dose if it differs, or a comment.

entry	smiles	MEP2-GFP yeast	Efflux pump inh	LAP4-GFP MLPCN	CIT2 TOR yeast	AHR activator	RPL19A TOR yeast	Yeast superoxide	AGP1 TOR yeast
1	CCC1(c2ccc(F)cc2)NC(=O)N(CC(=O)N2c3ccccc3NC(=O)C2(C)C)C1=O (configuration not stated)	103	-0.1	109	102	0	102	103	109
2	Cc1ccc(N(CCC(=O)NC(C)(C)C)S(=O)(=O)c2ccc(C)cc2)cc1	106	-0.2	111	99	2	94	96	103
3	CCc1cccc(NC(=O)C2CCCN(c3cnccn3)C2)c1 (configuration not stated)	100	0.0	85	105	91*	101	98	98
4	CCN(Cc1cnn(C)c1)C(=O)c1cc(COc2cc(C)c(Cl)c(C)c2)on1	99	0.1	106	98	-2	97	99	101
5	CCOc1nc2ccccc2nc1NS(=O)(=O)c1ccccc1	100	-0.1	97	102	11	99	92	96
6	COc1cccc(NC(=O)C2CCN(Cc3cnn(-c4ccccc4)c3-n3cccc3)CC2)c1	158	-0.1	94	?	-2	66	119	?
7	Cn1nc(C(=O)Nc2ccc(Cl)c(S(=O)(=O)N3CCOCC3)c2)c2ccccc2c1=O	98	-0.2	92	96	-1	89	111	96
8	COc1ccc(C(=O)NC(C)c2nnc(SCC(=O)NC3=NCCS3)n2C)cc1 (configuration not stated)	102	0.1	95	102	-1	98	110	101
9	CCOC(=O)C1CCN(CC(C)(C)NS(=O)(=O)c2ccc(Cl)cc2)CC1	103	0.1	90	98	-2	97	99	98
10	CC1CC(C)CN(C(=O)CN2C(=O)NC(C)(C)C2=O)C1 (configuration not stated)	102	0.1	107	90	1	96	96	101

(cont.)
entry	smiles	MEP2-GFP yeast	Efflux pump inh	LAP4-GFP MLPCN	CIT2 TOR yeast	AHR activator	RPL19A TOR yeast	Yeast superoxide	AGP1 TOR yeast
11	CC(=O)N1CCN(CC(=O)Nc2ccc([N+](=O)[O-])cc2Br)CC1	100	0.0	100	109	1	97	90	103
12	Cc1ccc(SCc2c(C(=O)N/N=C/c3ccccc3)nnn2-c2nonc2N)cc1	95	-0.1	103	94	1	97	92	98
13	COc1ccccc1/C=C/CN1CCC(Oc2ccc(C(=O)N3CCCCC3)cc2)CC1	104	0.2	90	103	3	118	100	102
14	O=C(O)COc1ccccc1/C=C1\SC(=O)N(Cc2ccc(F)cc2)C1=O	99	0.3	99	89	0	98	93	97
15	COCC(=O)N(C)C[C@H]1N[C@@](C)(C(=O)OC)[C@H]2C(=O)N(C)C(=O)[C@@H]12	103	-0.5	102	93	2	106	102	106
16	CCC(=O)Nc1cccc(C2=NOC3(C2)C[C@@H](C(N)=O)N(C(=O)c2ccc(OC)cc2)C3)c1 (some centres not stated)	80	0.0	101	82	-1	94	110	83
17	Cc1ccc(C2/C(=C(/O)c3ccc(OC(C)C)cc3)C(=O)C(=O)N2CCN2CCOCC2)cc1 (configuration not stated)	98	0.0	95	103	0	95	88	102
18	COC(=O)c1ccc(Oc2coc3cc(OCc4cnn(-c5ccccc5)c4)ccc3c2=O)cc1	98	-0.1	93	105	0	101	89	98
19	Cc1csc(NC(=O)c2cc3c(C)nn(Cc4ccccc4Cl)c3s2)n1	90	0.2	90	87	47*	97	107	92
20	O=C(Nc1ccc(S(=O)(=O)N2CCCCCC2)cc1)c1ccco1	101	0.1	108	94	-1	101	104	101

Next part:
entry	smiles	MEP2-GFP yeast	Efflux pump inh	LAP4-GFP MLPCN	CIT2 TOR yeast	AHR activator	RPL19A TOR yeast	Yeast superoxide	AGP1 TOR yeast
21	COc1ccccc1C(C(=O)NC1CCCC1)N(C(=O)c1csnn1)C1CC1 (configuration not stated)	106	0.3	99	97	0	108	102	102
22	COc1ccnc2c1c(=O)n(Cc1ccc(F)cc1)c(=O)n2C	95	0.0	104	101	2	100	112	113
23	Cc1cc(C(=O)Nc2ccc(C(=O)O)cc2)c(-c2ccccc2)o1	106	0.2	102	110	1	102	110	94
24	Cc1nc(NC(=O)COC(=O)[C@@H](NC(=O)c2ccco2)C(C)C)c(Cl)cc1Cl	104	-0.1	95	111	4	97	81	99
25	c1ccc(Cc2nc3ccccc3o2)cc1	105	0.0	105	102	0	101	97	104
26	S=C(Nc1ccccc1)Nc1ccc(OCc2ccccc2)cc1	104	0.1	93	93	2	99	101	97
27	COc1cc(OC)cc(-c2nc(N)n[nH]2)c1	105	-0.1	106	98	8	104	95	100
28	COc1ccccc1/C=N/NC(=O)C(=O)NCc1cccnc1	102	0.2	98	102	2	98	101	100
29	Cc1ccccc1CNC(=O)CCCC(=O)n1nc(C)c2ccccc21	103	0.2	92	93	3	97	98	91
30	COc1ccc(/C=C(/NC(=O)c2ccco2)C(=O)Nc2ccc(C(=O)O)cc2)cc1	100	-0.3	96	105	0	99	97	100

Further structures follow:
entry	smiles	MEP2-GFP yeast	Efflux pump inh	LAP4-GFP MLPCN	CIT2 TOR yeast	AHR activator	RPL19A TOR yeast	Yeast superoxide	AGP1 TOR yeast
31	COc1ccccc1N(CCC#N)C(=O)CSc1nc(-c2ccccc2)cn1N	101	0.1	109	88	7	99	95	105
32	CCCc1nc(SC)[nH]c(=O)c1C	86	0.3	108	103	-1	94	91	105
33	Cc1c(C(=O)/C=C/N(C)C)nnn1-c1ccc(Cl)cc1Cl	98	-0.1	112	94	-1	93	100	98
34	CCCCC(=O)Nc1nc2ccc3nc(C)sc3c2s1	98	-0.2	106	91	8	100	97	95
35	COc1ccccc1CCNC(=O)C(=O)NCC1OCCN1S(=O)(=O)c1ccc(C)cc1 (configuration not stated)	101	-0.2	103	98	1	99	92	103
36	Cc1ccc(F)cc1NC(=O)c1sc2ncn(CC(=O)N3CCN(c4ccccn4)CC3)c(=O)c2c1C	103	0.4	94	106	1	99	103	102
37	O=C(c1ccc(S(=O)(=O)N2CCCC2)cc1)N1CCCCCC1	98	-0.1	104	92	-1	93	98	97
38	CCOC(=O)C1(Cc2cccc(F)c2)CCN(Cc2cnc(C)s2)CC1	103	-0.2	98	.	6	102	99	102
39	COc1ccc(CN(C)C(C)C(=O)Nc2ccc(S(=O)(=O)N3CCOCC3)cc2)c(OC)c1 (configuration not stated)	106	0.1	97	92	0	100	106	102
40	COc1cc(CNCCNC(=O)c2cccs2)cc(OC)c1OC	87	-0.1	94	97	1	99	99	101

More compounds.
entry	smiles	MEP2-GFP yeast	Efflux pump inh	LAP4-GFP MLPCN	CIT2 TOR yeast	AHR activator	RPL19A TOR yeast	Yeast superoxide	AGP1 TOR yeast
41	CN(C)c1ccc(P(=O)(Nc2ccccc2)N2CCOCC2)c(NC(=O)c2cccs2)c1 (configuration not stated)	96	0.0	102	88	12	95	104	119
42	Cc1ccc(N2C(S)=C(C#N)C(=O)NC2c2ccco2)cc1 (configuration not stated)	96	0.3	91	103	1	90	107	112
43	Cc1cc(N2CCOCC2)nc2ccc(NC(=S)N3CCN(c4ccccc4)CC3)cc12	100	0.2	105	98	25	96	111	92
44	O=C(Nc1ccc(S(=O)(=O)N2CCOCC2)cc1)c1ccccc1F	106	0.0	93	105	6	107	106	102
45	CC(Sc1nnc(N)s1)C(=O)Nc1ccc2c(c1)OCCO2 (configuration not stated)	98	-0.2	100	102	4	93	89	101
46	CCCCCOC(=O)C1C2C=CC3(CN(c4ccccc4C)C(=O)C13)O2 (configuration not stated)	94	0.1	89	95	-3	96	97	101
47	Cc1ccc2c(c1)C1CN(C)CCC1N2S(=O)(=O)c1cc(C(F)(F)F)ccc1Cl (configuration not stated)	99	-0.1	93	111	0	101	94	101
48	Cc1cc(C)c(S(=O)(=O)c2ccccc2)c(OC(=O)c2ccc(Cl)cc2Cl)n1	105	0.2	99	97	0	99	121	97
49	S=C1N(c2ccccc2)C(c2ccc(Br)cc2)N2CCCN12 (configuration not stated)	97	0.1	108	96	-1	97	109	104
50	Cc1nn(Cc2ccccc2)c(Cl)c1/C=C/C(=O)OCC(=O)N(C)C1CCS(=O)(=O)C1 (configuration not stated)	101	0.1	101	92	-1	96	101	101

Additional records:
entry	smiles	MEP2-GFP yeast	Efflux pump inh	LAP4-GFP MLPCN	CIT2 TOR yeast	AHR activator	RPL19A TOR yeast	Yeast superoxide	AGP1 TOR yeast
51	O=C(c1cc(-c2ccc(Cl)c(Cl)c2)on1)N1CCCCC1	100	0.0	104	98	-3	95	90	101
52	O=C(Nc1nnc(-c2ccncc2)o1)c1ccccc1	113	-0.3	109	107	10	99	109	103
53	O=C(NC1CCCCC1)c1ccc2c(c1)S(=O)(=O)c1ccccc1C2=O	103	0.0	104	97	4	99	105	103
54	N#CC1=C(N)OC2=C(C(=O)CCC2)C1c1ccsc1 (configuration not stated)	109	-0.1	106	111	1	111	87	115
55	Cn1c(NNC(=O)/C=C/c2ccc3c(c2)OCO3)cc(=O)n(C)c1=O	98	0.2	101	100	1	97	91	97
56	O=C(Nc1ccc(F)cc1F)c1ccccc1NC(=O)C1CC=CCC1C(=O)O (configuration not stated)	115	-0.1	104	116	-1	114	108	113
57	CC(Cc1c[nH]c2ccccc12)C(=O)NCc1ccco1 (configuration not stated)	90	0.1	97	97	3	87	114	93
58	CC1(C)Cc2c(sc(/N=C/N3CCCCC3)c2C#N)C(C)(C)N1	104	-0.2	108	100	6	103	94	102
59	O=C(c1[nH]ncc1-c1ccc(Cl)cc1)C1CO1 (configuration not stated)	109	-0.2	118	106	1	103	105	110
60	CC(=O)N(Cc1cccs1)Cc1cc2ccc(C)c(C)c2nc1Cl	94	-0.1	94	92	3	90	108	85

Additional results follow:
entry	smiles	MEP2-GFP yeast	Efflux pump inh	LAP4-GFP MLPCN	CIT2 TOR yeast	AHR activator	RPL19A TOR yeast	Yeast superoxide	AGP1 TOR yeast
61	CC1(C)[N+]([O-])=C2C(=[N+]([O-])C1(C)C)c1ccccc1/C2=N\O	119	-0.2	103	97	-1	77	75	62
62	COC(=O)c1ccc(C)c(NS(=O)(=O)c2cn(C)nc2C)c1	96	-0.2	94	90	4	101	96	97
63	COc1c(F)c(F)c(C(=O)O)c(Nc2ccccc2)c1F	84[may fluoresce red and violet]	0.0	86[may fluoresce red and violet]	?	-1	?	105	85[may fluoresce red and violet]
64	O=S1(=O)N=C(N2CCN(c3ccc(F)cc3)CC2)c2ccccc21	102	0.0	102	103	-1	97	96	105
65	O=C(O)c1ccc[n+](Cc2ccc([N+](=O)[O-])cc2)c1	98	0.1	108	90	-2	94	111	104

Outcome played no part in choosing rows; any-hit rate near 3.9%.
